# Bioassay records: PubChem, several laboratories
# TRPC4 agonist – opens the mouse TRPC4 cation channel. AID 2237. actives 0.49% (n = 310,000). B-score at 10 µM. HEK293 TRPC4beta/mu-opioid, Fluo4 calcium fluorescence; active compounds read high. Q9QUQ5;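 active = B-score above 5 SD of library B-scores, and initial fluorescence ratio not above library mean plus 5 SD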;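 note: positive B-score marks a calcium rise read as TRPC4 activation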
# Target sequence (Q9QUQ5 whole entry, looked up): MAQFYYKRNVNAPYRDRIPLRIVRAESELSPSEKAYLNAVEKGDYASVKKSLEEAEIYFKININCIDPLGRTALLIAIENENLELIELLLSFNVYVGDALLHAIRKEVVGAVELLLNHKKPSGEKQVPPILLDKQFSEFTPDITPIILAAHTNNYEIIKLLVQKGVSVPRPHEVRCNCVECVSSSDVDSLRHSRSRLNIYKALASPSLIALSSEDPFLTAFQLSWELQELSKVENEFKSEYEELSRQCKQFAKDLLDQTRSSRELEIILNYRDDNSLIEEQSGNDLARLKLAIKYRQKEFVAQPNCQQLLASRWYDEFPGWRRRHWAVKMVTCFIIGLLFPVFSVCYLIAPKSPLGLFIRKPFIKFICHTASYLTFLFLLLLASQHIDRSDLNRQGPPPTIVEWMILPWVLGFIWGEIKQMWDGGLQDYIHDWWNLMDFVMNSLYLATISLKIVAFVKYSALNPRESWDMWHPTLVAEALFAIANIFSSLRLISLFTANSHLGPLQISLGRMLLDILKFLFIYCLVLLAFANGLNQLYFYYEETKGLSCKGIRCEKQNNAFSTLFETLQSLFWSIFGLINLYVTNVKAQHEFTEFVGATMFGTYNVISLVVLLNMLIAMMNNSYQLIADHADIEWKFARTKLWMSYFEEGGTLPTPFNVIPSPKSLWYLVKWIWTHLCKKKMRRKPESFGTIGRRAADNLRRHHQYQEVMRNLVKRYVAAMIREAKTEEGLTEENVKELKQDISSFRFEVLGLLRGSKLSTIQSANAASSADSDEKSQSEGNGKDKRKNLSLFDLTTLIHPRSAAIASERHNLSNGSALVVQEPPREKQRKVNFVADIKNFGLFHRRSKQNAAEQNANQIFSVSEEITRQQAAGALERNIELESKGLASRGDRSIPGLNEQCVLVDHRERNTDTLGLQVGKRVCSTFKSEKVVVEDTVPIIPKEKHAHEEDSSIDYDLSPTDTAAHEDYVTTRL
#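 Assay system: HEK293 stable line with TRPC4beta plus mu-opioid receptor. Times: dye 45 min RT, read 110 s. Measured by: kinetic Fluo4 calcium fluorescence. Measure: B score of integrated ratio. Controls: assay buffer as low control, maximal DAMGO as high control.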
# Platelet DG rel – modulates dense granule release in human platelets; AID 1663; human platelet-rich plasma, SFLLRN dense granule ATP release, luminescence; inhibition, %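 (compounds screened at 7.5 µM in platelet-rich plasma)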; actives 0.22% (n = 300,000);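 active = mean replicate score, as percent of positive control, at or above 50; inconclusive = mean below 50 but at least one replicate at or above 50; inactive = mean and every replicate below 50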
# TRPC4 inh – inhibitors of mouse TRPC4 channel; AID 2247; actives 0.39% (n = 300,000); HEK293 TRPC4beta/mu-opioid, DAMGO-evoked Fluo4 calcium flux; active compounds read low; B-score at 10 µM;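 active = B-score over 3 SD under the library average, no early fluorescence shift, positive overall ratio signal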
#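 Assay system: HEK293 cells with stable TRPC4beta plus mu-opioid receptor expression; Probe or stimulus: DAMGO in two steps, submaximal then maximal; Dosing: single-point compound dosing; Measured by: Fluo4 calcium-dye fluorescence, kinetic read; Read-out basis: B score from integrated Fluo4 fluorescence ratio.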
# KCNK9 block – blocks the human KCNK9 two-pore domain potassium channel | Q9NPC2 | HEK293 KCNK9, FluxOR thallium flux fluorescence; active compounds read low | B-score at 10 µM | actives 1.2% (n = 310,000) | AID 488922;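 active = ratio B-score over 3 SD below the library mean, with starting fluorescence within 5 SD of its mean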;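 note: negative B-score means less thallium flux so channel inhibition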
# KCNQ1 inh – blocks the human KCNQ1 potassium channel; CHO-K1 KCNQ1, FluxOR thallium flux fluorescence; active compounds read high; B-score at 10 µM; actives 1.3% (n = 310,000);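 active = compounds whose thallium flux B-score, printed positive for inhibition, exceeds three library SD while starting fluorescence stays within three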;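 note: channel opened by potassium depolarization with thallium stimulus after 20 min compound exposure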
# DYRK1A inh – inhibitors of rat Dyrk1A kinase | Q63470 | ADP-Glo luminescence, NFATc1 peptide | inhibition, % at 12.5 µM | actives 0.43% (n = 310,000) | AID 504441; in the data active = inhibition above about 50%;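 note: plate controls were vehicle with enzyme for no effect and no enzyme for full effect; many of its hits are not listed in these tables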
# hERG rescue – shields human hERG channel from block by proarrhythmic agents. CHO-hERG, FluxOR thallium flux, dofetilide IC70 present. AID 1511. activation (rescue from dofetilide block), less the hit threshold, % at 10 µM. actives 0.51% (n = 310,000). Q12809;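 active = activation above the mean of controls blocked by dofetilide plus 5 SD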;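 note: thallium influx through hERG after potassium depolarization seen as dye fluorescence rise; in these data hits start at about 4.7%; inactives centre near -7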
# KCNK3 block – human KCNK3 channel inhibition, primary screen; O14649; CHO-KCNK3 thallium flux, FluxOR fluorescence; active compounds read low; B-score at 10 µM; actives 0.84% (n = 340,000); AID 602410;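 active = B-score under library mean minus 4 SD, starting fluorescence ratio at most library mean plus 5 SD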;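 note: more negative B-score means stronger inhibition of thallium flux through KCNK3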
# KCNQ1 pot – potentiates or activates the human KCNQ1 potassium channel. B-score at 10 µM. P51787. CHO-K1 KCNQ1, thallium flux FluxOR fluorescence; active compounds read high. actives 0.35% (n = 310,000). AID 2648;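 active = fluorescence ratio B-score, a plate-corrected score, at least three library SD, with initial intensity B-score within 5 SD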
#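 Doses: Single concentration per compound, DMSO matched to controls | Test system: KCNQ1-transfected CHO-K1 cells | Timing: 90 min dye loading and 20 min compound exposure, both at room temperature | Measured by: Kinetic FluxOR thallium fluorescence, 10-s 1-Hz baseline, 110-s post-stimulus read | Medium: Assay buffer with matched DMSO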
# TRPC4 PAM – allosteric potentiators of mouse TRPC4 channel. HEK293 TRPC4beta/mu-opioid, DAMGO EC20, Fluo-4 Ca2+ flux; active compounds read high. Q9QUQ5. B-score at 10 µM. actives 0.42% (n = 310,000);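 active = B-score of calcium response area above 5 SD of library B-scores, with initial fluorescence ratio within 5 SD of library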;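 note: B-score of integrated fluorescence ratio over time as area under calcium response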
# PolyA inh – blocks polyadenylation in yeast reporter cells | S. cerevisiae SKY197-pL101 polyadenylation reporter, beta-gal luminescence; efflux-impaired pdr1/pdr3 knockout yeast; score 100 = 6 SD above DMSO | calls only at 12 µM | actives 0.02% (n = 300,000);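 active = lowest replicate activity score at least 50, where 100 means six control SD above control mean; inconclusive = lowest score under 50 but half or more replicates reach 50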;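 note: yeast exposed to compound for 9 h at 30 °C; higher score means more reporter readthrough which indicates perturbed polyadenylation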
# The depositor's hits bear a star; i = inactive; ? = inconclusive; · = not tested or not shown. An excerpt; count on the stated rates, not on these rows.
SMILES,TRPC4 agonist,Platelet DG rel,TRPC4 inh,KCNK9 block,KCNQ1 inh,DYRK1A inh,hERG rescue,KCNK3 block,KCNQ1 pot,TRPC4 PAM,PolyA inh
CCOc1ccc(C(=O)NC(=S)N(Cc2ccccc2)Cc2ccccc2)cc1,i,-1,i,i,i,1,27*,i,75*,i,i
CC1Cc2cc(/C(O)=C3\C(=O)C(=O)N(Cc4ccncc4)C3c3ccccc3F)ccc2O1 (stereo not given),i,-4,i,i,i,-5,-6,i,i,i,i
Cc1ccc(N(Cc2cc3ccccc3[nH]c2=O)C(=O)c2ccco2)c(C)c1,i,1,i,i,i,3,-7,i,i,i,i
COc1ccc(C(=O)N/C(=C\c2cn(C)c3ccccc23)C(=O)NCCCN2CCOCC2)cc1OC,i,5,i,i,i,-3,-4,i,i,i,i
COc1cccc(CC(=O)N2CCC(n3nccc3NC(=O)C3CCOC3)CC2)c1 (stereo not given),i,6,i,i,i,5,-6,i,i,i,i
COc1cc(C(=O)NC(C(=O)Nc2cccc(C(C)=O)c2)C(C)C)cc(OC)c1OC (stereo not given),i,11,i,i,i,-3,0,i,i,i,i
Cc1ccc(N(CC(=O)Nc2cc(C)ccc2C)S(C)(=O)=O)cc1,i,3,i,i,i,10,-6,i,i,i,i
CC(=O)c1ccc(NC(=O)CC23CC4CC(C2)CC(n2nnc(C)n2)(C4)C3)cc1,i,4,i,i,i,-2,-7,i,i,i,i
C/C(Cl)=C\Cn1c(=O)c2c(nc3n2CCS3)n(C)c1=O,i,-3,i,i,i,0,-3,i,i,i,i
CCc1ccccc1NC(=O)c1ccccc1Sc1ccc([N+](=O)[O-])cc1Cl,i,0,i,-7.2*,i,-1,-4,i,i,i,i
CS(=O)(=O)N(CCc1ccccc1)CC(=O)Nc1ccc(Br)cc1F,i,3,i,i,i,·,-6,i,i,i,i
CCOC(=O)Cc1csc(NS(=O)(=O)c2ccc(OC)cc2)n1,i,1,i,i,i,-3,-1,i,i,i,i
CS(=O)(=O)N(CCc1ccccc1)CC(=O)NCc1ccncc1,i,2,i,i,i,5,-1,i,i,i,i
COc1ccc(OC)c(NC(=O)Nc2cccc(Cn3cccn3)c2)c1,i,-4,i,i,i,2,-17,i,i,i,i
O=C(O)CCC(=O)Nc1ccc(Cc2ccc(NC(=O)CCC(=O)O)cc2)cc1,i,-3,i,i,i,-3,1,i,i,i,i
CCn1c(=O)c(-c2cc(=O)[nH][nH]2)c(O)c2ccccc21,i,-5,i,i,i,-4,-10,i,i,i,i
O=C(O)C1C2C=CC(O2)C1C(=O)NCCCn1ccnc1 (stereo not given),i,?,i,i,i,·,-8,·,i,i,i
CCn1nnc(NC(=O)c2ccc(C(C)(C)C)cc2)n1,i,-2,i,i,i,-3,-13,i,i,i,i
Cc1c(C(=O)N2CCOCC2)c(S(=O)(=O)Nc2cccc(F)c2)c(C)n1C,i,5,i,i,i,-5,-11,i,i,i,i
COc1ccc(NC(=O)CNC(=O)c2ccco2)cc1,i,-2,i,i,i,-2,-4,i,i,i,i
CC1=Nc2ccccc2/C1=C\c1nc(-c2ccc(F)cc2)oc1O,i,11,i,i,i,5,-7,i,i,i,i
CC1CCN(C(=O)C(=O)Nc2sc3c(c2C(N)=O)CC(C)(C)OC3)CC1,i,3,i,i,i,-3,-2,i,i,i,i
Nc1nc(SCCO)[nH]c(=O)c1NC(=O)c1ccccc1F,i,-5,i,i,i,-3,-14,i,i,i,i
COC(=O)c1c(C)[nH]c(C(=O)/C=C/c2ccccc2F)c1C,i,-1,i,i,i,-1,-15,i,i,i,i
CN1CCN(NS(=O)(=O)c2cccs2)CC1,i,13,i,i,i,-1,-5,i,i,i,i

# Entries of single compounds, looked up by structure. Screens in order: TRPC4 agonist, Platelet DG rel, TRPC4 inh, KCNK9 block, KCNQ1 inh, DYRK1A inh, hERG rescue, KCNK3 block, KCNQ1 pot, TRPC4 PAM, PolyA inh
# Shown for `CCn1nnc(NC(=O)c2ccc(C(C)(C)C)cc2)n1` : i, -2, i, i, i, -3, -13, i, i, i, i
# Shown for `CC1Cc2cc(/C(O)=C3\C(=O)C(=O)N(Cc4ccncc4)C3c3ccccc3F)ccc2O1` (stereo not given) : i, -4, i, i, i, -5, -6, i, i, i, i

# Back to the main list with the six entries that preceded the break.
SMILES,TRPC4 agonist,Platelet DG rel,TRPC4 inh,KCNK9 block,KCNQ1 inh,DYRK1A inh,hERG rescue,KCNK3 block,KCNQ1 pot,TRPC4 PAM,PolyA inh
COc1ccc(NC(=O)CNC(=O)c2ccco2)cc1,i,-2,i,i,i,-2,-4,i,i,i,i
CC1=Nc2ccccc2/C1=C\c1nc(-c2ccc(F)cc2)oc1O,i,11,i,i,i,5,-7,i,i,i,i
CC1CCN(C(=O)C(=O)Nc2sc3c(c2C(N)=O)CC(C)(C)OC3)CC1,i,3,i,i,i,-3,-2,i,i,i,i
Nc1nc(SCCO)[nH]c(=O)c1NC(=O)c1ccccc1F,i,-5,i,i,i,-3,-14,i,i,i,i
COC(=O)c1c(C)[nH]c(C(=O)/C=C/c2ccccc2F)c1C,i,-1,i,i,i,-1,-15,i,i,i,i
CN1CCN(NS(=O)(=O)c2cccs2)CC1,i,13,i,i,i,-1,-5,i,i,i,i
COc1ccccc1NCCC(=O)OCC(=O)Nc1ccc(Cl)cn1,i,·,i,i,i,-5,-2,i,i,i,i
CN(Cc1cnn(C)c1)Cc1nc(Cc2ccccc2Cl)no1,i,1,i,i,i,1,-5,i,i,i,i
Cn1cnc(S(=O)(=O)Nc2cc(C(F)(F)F)ccc2N2CCOCC2)c1,i,1,i,i,i,·,-6,i,i,i,i
CCn1cc([N+](=O)[O-])c(C(=O)N2CCCC2)n1,i,-6,i,i,i,4,-3,i,i,i,i
CCn1nc(C)c(CNC(=O)c2cc(COc3ccc(F)cc3Cl)on2)c1C,i,3,i,i,8*,16,-23,i,i,i,i
CCCC(C(=O)OCC)P(=O)(c1ccccc1)c1ccccc1 (stereo not given),i,9,i,i,i,·,-10,i,i,i,i
COc1ccc(Nc2nc(N)nc(CN(C)C3CCCCC3)n2)cc1,i,2,i,i,i,-6,0,i,i,i,i
CCOc1ccc(C2C(C#N)=C(N)Oc3cc(C)oc(=O)c32)cc1 (stereo not given),i,1,i,i,i,3,-7,i,i,i,i
N#Cc1ccc(Oc2ccc(S(=O)(=O)N3CCOCC3)cn2)cc1,i,-4,i,i,i,11,-9,i,i,i,i
CCc1ccc(NC(=O)Nc2cc(C(=O)O)ccc2N2CC3CC(C2)c2cccc(=O)n2C3)cc1 (stereo not given),i,-2,i,i,i,·,-2,i,i,i,i
CNC(=O)N(O)C1N(NC(=O)Nc2cccc3ccccc23)C(=S)SC1(C)C (stereo not given),i,2,i,i,i,-2,-9,i,i,i,i
O=[N+]([O-])c1ccc(-c2cnc3ccccc3n2)cc1,i,-9,i,i,i,6,-6,i,i,i,i
C/C(CC(=O)Nc1ccccc1)=N\NC(=O)COc1ccc(C)cc1Br,i,-4,i,i,i,13,-11,i,i,i,i
CN1CCN(S(=O)(=O)c2ccc(Sc3nnnn3-c3ccccc3)c([N+](=O)[O-])c2)CC1,i,27,i,i,i,-1,-7,i,i,i,i
Cc1nc2scc(-c3ccc(C(C)(C)C)cc3)c2c(=O)n1N,i,0,i,i,i,-4,-9,i,i,i,i
O=c1[nH]c(-c2ccncc2)nc2ccccc12,i,-3,i,i,i,17,-3,i,i,i,i
Cc1nc(N(C)C)ncc1C(=O)O,i,2,i,i,i,1,-6,i,i,i,i
FC(F)Sc1ccc(NC(=S)NC2CCCC2)cc1,i,-4,i,i,i,5,-6,-11*,i,i,i
Cc1cc(N2CCN(c3nc(-c4ccccc4)cs3)CC2)c2ccccc2n1,i,-7,i,i,7*,10,-20,-14*,i,i,i
CC(=O)NCc1nc2ccccc2n1C(C)C,i,-4,i,i,i,-7,-3,i,i,i,·
Cc1cccn2cc(-c3ccc(S(=O)(=O)N4CCCCC4)cc3)nc12,i,1,i,i,i,0,-8,i,i,i,i
COc1ccc(CC(=O)NCc2ccccc2)cc1,i,-5,i,i,i,2,-2,i,i,i,i
CCN(CC)CC#CC(C)OCOCC#CCOC (stereo not given),i,5,i,i,i,-7,-2,i,i,i,i
CCC(C)NC(=O)Cn1cnc2sc(C)c(S(=O)(=O)N3CCCCC3)c2c1=O (stereo not given),i,7,i,i,i,-6,-6,i,i,i,i
CC1CCc2c(C(=O)NCCCN3CCOCC3)csc2C1 (stereo not given),i,25,i,i,i,-8,0,i,i,i,i
CC(C)Cn1cnc2c1c(=O)n(CC(=O)O)c(=O)n2Cc1ccccc1,i,-11,i,i,i,0,1,i,i,i,i
